Screening data: PubChem BioAssay, The Scripps Research Institute Molecular Screening Center
OX1R antag-1 = blocks the human orexin 1 receptor; AID 434989; hit rate 0.43% among 330,000; inhibition, % at 5 µM; CHO/OX1R cells, Fluo-8 calcium fluorescence, orexin A; O43613;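 active = inhibition above its plate's threshold, mean inhibition of all tested compounds on the plate plus 3 SD, cut at about 37% in these data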;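 also: 0% = orexin A challenge wells and 100% = SB-334867-A antagonist wells; not every result past the cut was called active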
Target sequence (O43613 whole entry, looked up): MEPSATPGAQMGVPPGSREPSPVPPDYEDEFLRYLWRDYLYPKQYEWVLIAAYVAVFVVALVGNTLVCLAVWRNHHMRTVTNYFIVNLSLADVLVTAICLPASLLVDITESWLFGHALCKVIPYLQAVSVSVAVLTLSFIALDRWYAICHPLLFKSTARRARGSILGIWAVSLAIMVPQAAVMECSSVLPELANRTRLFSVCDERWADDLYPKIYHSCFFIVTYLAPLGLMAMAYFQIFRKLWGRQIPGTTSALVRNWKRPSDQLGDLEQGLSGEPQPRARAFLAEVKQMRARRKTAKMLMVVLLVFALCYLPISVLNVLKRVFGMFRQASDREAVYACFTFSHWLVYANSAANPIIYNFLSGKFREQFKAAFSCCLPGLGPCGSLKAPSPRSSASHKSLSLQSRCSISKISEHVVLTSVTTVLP
OX1R antag-2 = OX1R (human) antagonism. O43613. OX1R-expressing cells, FRET antagonist read-out. inhibition, % at 6.6 µM. hit rate 1.8% among 330,000. AID 485270; in the data active = inhibition mostly above about 38%, no sharp cut-off; inactive = mostly below about 40%;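 also: 0% = agonist challenge alone and 100% = reference antagonist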
* hit, by the source's call.

[1] CC(C)C1N=C2c3ccccc3N=C(SCC(=O)c3ccc(O)c(O)c3)N2C1=O (configuration not stated)
  OX1R antag-1: -17
  OX1R antag-2: 26

[2] Cc1ccc(C(=O)c2coc3ccc(OCC(=O)O)cc23)cc1
  OX1R antag-1: -3
  OX1R antag-2: 14

[3] Cn1c(SCC(=O)N2CCCc3ccccc32)nc2ccccc2c1=O
  OX1R antag-1: 4
  OX1R antag-2: 44

[4] C#CC(CC)(CC)NC(=O)c1ccc(Br)s1
  OX1R antag-1: -16
  OX1R antag-2: 11

[5] Cc1cccnc1NC(=O)CSc1ncnc2sc(C)c(C)c12
  OX1R antag-1: -11
  OX1R antag-2: 11

[6] CCOc1ccccc1NC(=O)Cn1c(=O)n(-c2ccc(OC)cc2OC)c(=O)c2c(C)c(C(=O)N(CC)CC)sc21
  OX1R antag-1: -35
  OX1R antag-2: 23

[7] CCOc1cc(C(=S)N2CCCC2)ccc1O
  OX1R antag-1: -24
  OX1R antag-2: 9

[8] CCN(CC)CCCNC(=O)/C=C/C(=O)O
  OX1R antag-1: -8
  OX1R antag-2: 14

[9] Cc1ccc2c(C)c(C(=O)NCCN3CCOC3=O)oc2c1C
  OX1R antag-1: 0
  OX1R antag-2: 2

[10] Cc1ccc(C(C)NC(=O)C23CC4CC(CC(C4)C2)C3)cc1 (configuration not stated)
  OX1R antag-1: -21
  OX1R antag-2: -28

[11] CCOC(=O)Nc1oc2ccccc2c(=O)c1CN1CCOCC1
  OX1R antag-1: -26
  OX1R antag-2: 25

[12] CC1(C)C(C=C(Cl)Cl)C1C(=O)N(Cc1ccccc1Cl)C1CCS(=O)(=O)C1 (configuration not stated)
  OX1R antag-1: -31
  OX1R antag-2: 8

[13] COc1ccc(CCn2c(-c3ccc(OC)cc3)nc3c(c(=O)c4ccccc4n3C)c2=O)cc1
  OX1R antag-1: -12
  OX1R antag-2: 6

[14] CCCCSc1nc(C)cc(SCC(=O)N/N=C/c2ccccc2)n1
  OX1R antag-1: -20
  OX1R antag-2: 13

[15] COc1cc(C(=O)NN(CCC#N)C2=NS(=O)(=O)c3ccccc32)cc(OC)c1OC
  OX1R antag-1: -24
  OX1R antag-2: 10

Four entries already listed, arranged by length of the SMILES, falling.
[1] CC(C)C1N=C2c3ccccc3N=C(SCC(=O)c3ccc(O)c(O)c3)N2C1=O (configuration not stated)
  OX1R antag-1: -17
  OX1R antag-2: 26

[10] Cc1ccc(C(C)NC(=O)C23CC4CC(CC(C4)C2)C3)cc1 (configuration not stated)
  OX1R antag-1: -21
  OX1R antag-2: -28

[5] Cc1cccnc1NC(=O)CSc1ncnc2sc(C)c(C)c12
  OX1R antag-1: -11
  OX1R antag-2: 11

[4] C#CC(CC)(CC)NC(=O)c1ccc(Br)s1
  OX1R antag-1: -16
  OX1R antag-2: 11

Carrying on:
[16] COc1ccc(-n2nnnc2SCC(=O)Nc2cc(OC)c([N+](=O)[O-])cc2C)cc1
  OX1R antag-1: -15
  OX1R antag-2: 40

[17] COP(C)(=O)c1c(C)nn(-c2ccccc2)c1C (configuration not stated)
  OX1R antag-1: -5
  OX1R antag-2: -2

[18] CC1C2(C)OC(=N)C(C#N)(C(C)O2)C1(C#N)C#N (configuration not stated)
  OX1R antag-1: -6
  OX1R antag-2: 30

[19] O=C(COC(=O)c1cc(S(=O)(=O)N2CCOCC2)ccc1F)c1ccc[nH]1
  OX1R antag-1: -13
  OX1R antag-2: 21

[20] CC(=O)c1ccc(NC(=O)CCCCCn2nnc3ccccc3c2=O)cc1
  OX1R antag-1: -21
  OX1R antag-2: 16

[21] O=C(COC(=O)/C=C/c1ccc(C(F)(F)F)cc1)NC(=O)NCc1ccco1
  OX1R antag-1: -2
  OX1R antag-2: 2

[22] O=C(CSC1=NS(=O)(=O)c2ccccc21)Nc1ccccc1
  OX1R antag-1: -1
  OX1R antag-2: -8

[23] Nc1c(S(=O)(=O)c2ccccc2)csc1C(=O)O
  OX1R antag-1: -9
  OX1R antag-2: 7

[24] CCCc1n[nH]c2c1/C(=N\O)CCC2
  OX1R antag-1: -8
  OX1R antag-2: 6

[25] O=C(CCC(=O)Nc1ccccc1)NNC(=O)c1ccccc1Cl
  OX1R antag-1: -2
  OX1R antag-2: 26

[26] O=C(CSCc1cc(=O)n2ccsc2n1)Nc1ccccc1
  OX1R antag-1: -2
  OX1R antag-2: 13

[27] Cc1ccc2c(c1)N(CCC(=O)NCCCOC(C)C)C(=O)C(C)O2 (configuration not stated)
  OX1R antag-1: -8
  OX1R antag-2: 6

[28] O=C(CCCNC(=O)c1ccc(Cl)cc1)Nc1ncccc1O
  OX1R antag-1: -8
  OX1R antag-2: -3

[29] CCc1ccc(C2c3[nH]c4ccccc4c3CCN2C(=O)CN2CCN(CC)CC2)cc1 (configuration not stated)
  OX1R antag-1: 3
  OX1R antag-2: 13

[30] O=C(C1CCCCC1)N1CCN(S(=O)(=O)c2ccc(Cl)cc2)CC1
  OX1R antag-1: -24
  OX1R antag-2: 15

Filtered by structure, those above with four or more nitrogen atoms (8)
[5] Cc1cccnc1NC(=O)CSc1ncnc2sc(C)c(C)c12
  OX1R antag-1: -11
  OX1R antag-2: 11

[6] CCOc1ccccc1NC(=O)Cn1c(=O)n(-c2ccc(OC)cc2OC)c(=O)c2c(C)c(C(=O)N(CC)CC)sc21
  OX1R antag-1: -35
  OX1R antag-2: 23

[14] CCCCSc1nc(C)cc(SCC(=O)N/N=C/c2ccccc2)n1
  OX1R antag-1: -20
  OX1R antag-2: 13

[15] COc1cc(C(=O)NN(CCC#N)C2=NS(=O)(=O)c3ccccc32)cc(OC)c1OC
  OX1R antag-1: -24
  OX1R antag-2: 10

[16] COc1ccc(-n2nnnc2SCC(=O)Nc2cc(OC)c([N+](=O)[O-])cc2C)cc1
  OX1R antag-1: -15
  OX1R antag-2: 40

[18] CC1C2(C)OC(=N)C(C#N)(C(C)O2)C1(C#N)C#N (configuration not stated)
  OX1R antag-1: -6
  OX1R antag-2: 30

[20] CC(=O)c1ccc(NC(=O)CCCCCn2nnc3ccccc3c2=O)cc1
  OX1R antag-1: -21
  OX1R antag-2: 16

[29] CCc1ccc(C2c3[nH]c4ccccc4c3CCN2C(=O)CN2CCN(CC)CC2)cc1 (configuration not stated)
  OX1R antag-1: 3
  OX1R antag-2: 13

(continued)
[31] COc1cc2c(cc1/C=C/C(=O)O)OC(C)C2 (configuration not stated)
  OX1R antag-1: -16
  OX1R antag-2: 6

[32] Cc1ccc(S(=O)(=O)N2CCN(C(=O)C3CCCC3)CC2)cc1C
  OX1R antag-1: -34
  OX1R antag-2: 5

[33] N#Cc1c(-c2cccc([N+](=O)[O-])c2)nc2n(c1=O)CCS2
  OX1R antag-1: -11
  OX1R antag-2: 40

[34] CCCC(=O)Nc1ccc(C(=O)NNC(=O)c2cccc([N+](=O)[O-])c2)cc1
  OX1R antag-1: -11
  OX1R antag-2: 31

[35] Cc1cc(C)nc(NC(=O)c2csnn2)c1
  OX1R antag-1: -16
  OX1R antag-2: 2

[36] Cc1c(F)cccc1NS(=O)(=O)c1ccc(OCCNS(C)(=O)=O)cc1
  OX1R antag-1: -22
  OX1R antag-2: 15

[37] COc1cc2cc(C(=O)N/N=C/c3ccc(F)cc3)[nH]c2cc1OC
  OX1R antag-1: 29
  OX1R antag-2: 67*

[38] O=S(=O)(NCCNS(=O)(=O)c1c(F)cccc1F)c1ccc2c(c1)OCCO2
  OX1R antag-1: 4
  OX1R antag-2: 1

[39] Cc1ccc(NC(=S)N(CCN(C)C)C(C)c2ccco2)c(C)c1 (configuration not stated)
  OX1R antag-1: -10
  OX1R antag-2: 7

[40] COc1ccc(C(O)(C(=O)NNc2ccc(C)cc2)c2cccs2)cc1 (configuration not stated)
  OX1R antag-1: -33
  OX1R antag-2: 11

[41] CCOC(=O)c1c(C)[nH]c(N=Nc2ccc(C)cc2)c1C
  OX1R antag-1: -26
  OX1R antag-2: -6

[42] Cc1ccc2c(c1)CCCN2C(=O)c1ccncc1
  OX1R antag-1: -24
  OX1R antag-2: 6

[43] O=C(CCN1CCCCO1)N1CCCC(Nc2ccc(F)cc2)C1 (configuration not stated)
  OX1R antag-1: -21
  OX1R antag-2: 11

[44] O=C1O/C(=C\C(=O)N2CCOCC2)c2ccccc21
  OX1R antag-1: -18
  OX1R antag-2: 13

[45] CCOc1ccc(C(=S)N2CCCC2)c(OCC)c1
  OX1R antag-1: -3
  OX1R antag-2: 14

[46] NC(=O)CN(C/C=C/c1ccccc1)C/C=C/c1ccccc1
  OX1R antag-1: -15
  OX1R antag-2: 15

[47] CCOc1ccc(-n2c(C)cc(C(=O)CCl)c2C)cc1
  OX1R antag-1: -12
  OX1R antag-2: 11

[48] CCc1ccccc1S(=O)(=O)Cc1ccc(C(=O)N2CCN(c3ccccc3OC)CC2)o1
  OX1R antag-1: -13
  OX1R antag-2: 13

[49] Cc1ccc(S(=O)(=O)/N=C2/C=C(Sc3ncn[nH]3)C(=O)c3ccccc32)c(C)c1
  OX1R antag-1: -10
  OX1R antag-2: 60

[50] O=C1c2ccccc2C(=O)C1(CO)c1ccccc1
  OX1R antag-1: -2
  OX1R antag-2: 8

[51] CN1CCc2c(n(CC(O)CNCc3ccccc3)c3ccccc23)C1=O (configuration not stated)
  OX1R antag-1: -37
  OX1R antag-2: 14

[52] CCOC(=O)c1ccc(NC(=O)Nc2ccon2)cc1
  OX1R antag-1: 5
  OX1R antag-2: 20

[53] CCCc1cc(=O)[nH]c(SCC(=O)Nc2ccc(Cl)c(S(=O)(=O)N3CCOCC3)c2)n1
  OX1R antag-1: 2
  OX1R antag-2: 8

[54] CCc1nc2sc3c(=O)n(N)cnc3c2c2c1COC(C)(C)C2
  OX1R antag-1: 0
  OX1R antag-2: 5

[55] O=C(NCC1CCCO1)C(C(=O)c1ccc(F)cc1)n1ccccc1=O (configuration not stated)
  OX1R antag-1: 1
  OX1R antag-2: 10

[56] O=S(=O)(NCc1ccccc1)NCc1cccc(C(F)(F)F)c1
  OX1R antag-1: -9
  OX1R antag-2: 5

[57] Cc1csc(NC(=O)CSc2nnc(Cn3c(=O)sc4ccccc43)n2-c2ccccc2)n1
  OX1R antag-1: -36
  OX1R antag-2: 13

[58] Cc1nc(C(=O)NCc2ccccc2)sc1C1(C)CC(c2cccnc2)=NO1 (configuration not stated)
  OX1R antag-1: -1
  OX1R antag-2: 10

[59] Cc1cccc(CC(=O)Nc2cccnc2)c1
  OX1R antag-1: -18
  OX1R antag-2: 11

[60] CN1CCN(C(=O)Nc2ccccc2)CC1
  OX1R antag-1: -7
  OX1R antag-2: 92*

[61] COc1ccc(CCC(=O)N2CCN(c3ccccc3)CC2)cc1OC
  OX1R antag-1: -11
  OX1R antag-2: 10

[62] CCOc1c(Cl)cc(/C=N/NC(N)=S)cc1OC
  OX1R antag-1: -10
  OX1R antag-2: 5

[63] CCCCN(C(=O)CSc1nc2ccccc2n1CC)C1CCS(=O)(=O)C1 (configuration not stated)
  OX1R antag-1: -14
  OX1R antag-2: 5

[64] CCc1ccc(NC(=O)CCn2nc(C)c(S(=O)(=O)N3CCCCC3)c2C)cc1
  OX1R antag-1: -30
  OX1R antag-2: 8

[65] CC(C)(C)Cc1nnc(NS(C)(=O)=O)s1
  OX1R antag-1: -3
  OX1R antag-2: 3

[66] CC(C)(CNS(=O)(=O)c1ccc2c(c1)OCCO2)N1CCOCC1
  OX1R antag-1: -4
  OX1R antag-2: 12

3 compounds out of the list above, arranged by their value in OX1R antag-2, largest number first.
[66] CC(C)(CNS(=O)(=O)c1ccc2c(c1)OCCO2)N1CCOCC1
  OX1R antag-1: -4
  OX1R antag-2: 12

[64] CCc1ccc(NC(=O)CCn2nc(C)c(S(=O)(=O)N3CCCCC3)c2C)cc1
  OX1R antag-1: -30
  OX1R antag-2: 8

[63] CCCCN(C(=O)CSc1nc2ccccc2n1CC)C1CCS(=O)(=O)C1 (configuration not stated)
  OX1R antag-1: -14
  OX1R antag-2: 5

Down the list, quoted from above.
OX1R antag-2, compounds 61 to 66, in order: 10, 5, 5, 8, 3, 12
OX1R antag-1, compounds 61 to 66, in order: -11, -10, -14, -30, -3, -4
